IP6K1 inh: IP6K1 kinase inhibition | IP6K1 kinase, ADP-Glo luminescence, 2 h; hits give low values | activity change, % (series mostly up to about 58 µM) | hit rate 0.81% among 140,000 | AID 1645851; in the data active = activity change below about -25%
Target sequence (Q92551 whole entry, looked up): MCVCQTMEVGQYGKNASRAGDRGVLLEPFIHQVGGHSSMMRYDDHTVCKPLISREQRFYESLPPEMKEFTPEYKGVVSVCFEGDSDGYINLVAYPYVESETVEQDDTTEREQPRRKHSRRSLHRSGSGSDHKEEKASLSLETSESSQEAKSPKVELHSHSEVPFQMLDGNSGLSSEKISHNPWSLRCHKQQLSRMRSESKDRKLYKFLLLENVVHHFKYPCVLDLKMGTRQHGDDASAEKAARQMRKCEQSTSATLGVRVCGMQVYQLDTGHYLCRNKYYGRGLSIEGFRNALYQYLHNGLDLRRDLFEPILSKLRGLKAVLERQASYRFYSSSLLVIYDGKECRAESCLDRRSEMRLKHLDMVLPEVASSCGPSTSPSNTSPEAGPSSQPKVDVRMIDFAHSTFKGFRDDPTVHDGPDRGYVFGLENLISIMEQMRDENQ
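ADP-Glo luminescence measures ADP made by human IP6K1 during a 2 h RT reaction with ATP/IP6 (mix at 1.3 mM/130 uM); top library doses 57.5 and 19.1 uM final.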
FLuc inh: Photinus pyralis luciferase inhibition; purified P. pyralis luciferase, luminescence, biochemical; Potency, µM (titrated, usually from 115 µM), without a hit: at the highest dose activity change, negative = inhibition, actives largely listed as inhibitors; AID 1347043; hit rate 2.5% among 76,000; P08659; also: potency is read from the fitted curve at half-maximal effect; nearly all actives have a fitted effect of over 65% in size
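Inhibitors were tested against purified firefly luciferase in a biochemical, low-substrate format (both substrates at 10uM) and luminescence measured with a CCD imager.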
HEK293 viab: cell viability loss counter-screen. Potency, µM (top dose mostly 57.1 µM), without a hit: at the highest dose activity change, negative = cytotoxicity, hits mostly cytotoxic. hit rate 0.12% among 150,000. HEK-293-SNCA-luc viability, GF-AFC fluorescence, 24 h;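 also: potency is read from the fitted curve at half-maximal effect; 0% = DMSO-treated cells and -100% = medium-only wells without cells; nearly all actives have a fitted effect of over 30% in size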
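Cytotoxicity counterscreen: after 24 h compound treatment of genome-edited SNCA-luciferase HEK-293 cells, live-cell protease substrate GF-AFC read by fluorescence after 30 min; activity scaled between DMSO (0%) and medium-only (-100%), curves Hill-fitted.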
3T3 cytotox: cytotoxic compounds in NIH 3T3 cells; NIH 3T3 viability, CellTiter-Glo ATP luminescence, 48-72 h; Potency, µM (top dose mostly 96.7 µM), inactives show at the highest dose activity change, negative = cytotoxicity, most hits filed as inhibitors; hit rate 4.3% among 94,000; also: potency is read from the fitted curve at half-maximal effect; nearly all actives have a fitted effect of over 55% in size
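ATP-dependent luminescence (CellTiter-Glo) served as the viability signal for NIH 3T3 cells treated with compound for 48 or 72 hr at 37 °C.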
GPT2 inhibitor: inhibitors of human GPT2 alanine aminotransferase; Q8TD30; Recombinant GPT2, coupled pyruvate oxidase/HRP Amplex Red fluorescence; Potency, µM (highest dose often 57.7 µM), without a hit: top-dose activity change, negative = inhibition, hits mostly inhibitors; hit rate 0.25% among 100,000; also: potency is read from the fitted curve at half-maximal effect; nearly all actives have a fitted effect of over 60% in size; many of its hits are not listed in these tables
Target sequence (Q8TD30 whole entry, looked up): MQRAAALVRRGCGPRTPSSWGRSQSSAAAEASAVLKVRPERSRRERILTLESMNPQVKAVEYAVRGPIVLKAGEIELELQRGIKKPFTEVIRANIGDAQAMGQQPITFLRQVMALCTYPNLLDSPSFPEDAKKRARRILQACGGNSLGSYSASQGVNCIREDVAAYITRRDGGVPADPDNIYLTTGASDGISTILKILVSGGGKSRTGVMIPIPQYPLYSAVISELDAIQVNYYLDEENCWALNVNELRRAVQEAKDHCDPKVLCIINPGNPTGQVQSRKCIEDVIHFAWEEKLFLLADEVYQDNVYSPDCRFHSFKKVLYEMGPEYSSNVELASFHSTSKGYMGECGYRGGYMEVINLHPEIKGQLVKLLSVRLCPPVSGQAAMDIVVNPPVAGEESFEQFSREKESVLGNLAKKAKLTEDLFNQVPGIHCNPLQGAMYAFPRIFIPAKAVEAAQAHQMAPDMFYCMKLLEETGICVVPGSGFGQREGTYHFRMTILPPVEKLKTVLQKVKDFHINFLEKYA
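Fluorescence read-out: pyruvate from GPT2 turnover coupled to pyruvate oxidase, HRP and Amplex Red (0.2mM ThPP, 0.2U/mL PO and HRP, 50uM Amplex final). Substrates 250uM a-KG, 2mM L-alanine; enzyme 10ng/uL; 30 min RT.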
HEK cytotox: kills HEK 293 cells; Potency, µM (series often up to 115 µM), for inactives: at the top dose activity change, negative = cytotoxicity, most hits filed as inhibitors; hit rate 6.6% among 94,000; AID 1345083; HEK 293 viability, ATP luminescence (CellTiter-Glo), 48-72 h; also: potency is read from the fitted curve at half-maximal effect; nearly all actives have a fitted effect of over 60% in size
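qHTS cytotoxicity; HEK 293, 250 cells/well; compound pinned; 48 or 72 hr, 37 degree Celsius, 5% CO2, 95% humidity; CellTiter-Glo, 10 min RT; luminescence (ATP).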
SNCA expr inhib: reduces expression of the alpha-synuclein gene | HEK-293 SNCA-luciferase knock-in, luminescence, 24 h | AID 1671194 | Potency, µM (highest dose often 57.2 µM), without a hit: at the top dose activity change, negative = inhibition, actives largely listed as inhibitors | hit rate 0.17% among 140,000;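 also: potency is read from the fitted curve at half-maximal effect; plate controls were DMSO cells for no effect and cell-free wells for full effect; nearly all actives have a fitted effect of over 45% in size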
Numbers without * were called inactive; i = inactive; ? = inconclusive; · = not tested or not shown; [ ] = remark or other dose. Unless noted, calls follow the shape of the dose curve; as a rule, active = well fitted curve in the direction sought with a large enough effect; inconclusive = small, poorly fitted or top-dose-only effect, or another doubt; inactive = no such curve, though single readings can be large; an effect the other way counts as inactive or inconclusive. Unless noted, % is scaled to controls: 0 for no effect and ±100 for the full control effect.

no.	molecule	IP6K1 inh	FLuc inh	HEK293 viab	3T3 cytotox	GPT2 inhibitor	HEK cytotox	SNCA expr inhib
1	CNC(=O)N1CCC(C2CCN(C(=O)NCc3ccc(F)cc3)C2)CC1 (configuration not stated)	19	-3%	0%[12.5 µM]	-19%	i	-14%	?
2	COc1ccccc1CNC(=O)Cn1nc(C)n2cccc2c1=O	11	·	3%	·	·	·	10%
3	CCc1ccc(N2CC(c3noc(-c4cc(OC)c(OC)c(OC)c4)n3)CC2=O)cc1 (configuration not stated)	-1	-14%	0%	?	i	?	?
4	CC(C)(O)Cn1c(NC(=O)c2ccc(-c3cn[nH]c3)s2)nc2cc(CN3CCOCC3)ccc21	·	·	?	·	i	·	3.4µM*
5	COc1cc(C(=O)Nc2nc3c(s2)Cc2c(Br)ccc(OC)c2-3)cc(OC)c1OC	10	·	12%	·	·	·	-9%
6	CC(C)c1nn2c(=O)cc(COC(=O)CNC(=O)c3ccccc3Cl)nc2s1	-11	·	12%	·	·	·	-24%
7	O=C(NCCc1ccc(Cl)cc1)c1nc(-c2cccc(F)c2)n2c1CCCCC2	4	·	-15%	·	·	·	-9%
8	O=C(CN1C(=O)NC2(CCOCC2)C1=O)NCCCc1ccccc1	-9	-6%	-7%	-5%	-6%	1%	-10%
9	O=C(NCc1ccccn1)c1nc2sccn2c1-c1ccncc1	5	·	-7%	-27%	0%	5%	-6%
10	CCOc1ccc(CN(C(=O)c2nc(SC)ncc2Cl)C2CCS(=O)(=O)C2)cc1 (configuration not stated)	-5	·	4%	·	·	·	-18%
11	COCCCn1c(=O)c(C(=O)N2CCN(C(=O)Cc3cccc(Cl)c3)CC2)nc2cccnc21	4	·	7%	-18%	i	3%	-4%
12	COc1ccc(C(=O)N2CCC3(CC2)NC(=O)N(Cc2ccc(F)cc2)C3=O)cc1OC	15	15%	3%	?	i	?	-16%
13	CCOc1ccc(Nc2nc3c(S(=O)(=O)c4ccc(CC)cc4)nnn3c3ccc(Cl)cc23)cc1	6	·	-3%	·	·	·	12%
14	Cc1ccc(NC(=O)CCCn2c(=O)c3cccn3c3cccnc32)c(C)c1	-4	·	10%	·	·	·	8%
15	CN(Cc1cccnc1)c1nc2c(c(=O)[nH]1)CCN(Cc1cccc(Cl)c1)CC2	4	-4%	1%	?	i	?	4%
16	Cc1ccc(C(=O)NC2CCN(c3cc(-c4ccc(F)cc4)[nH]n3)C2)cc1 (configuration not stated)	0	10%	-11%	?	?	?	3%
17	O=C(CS(=O)(=O)c1cccc2nsnc12)Nc1ccccc1	-10	·	2%	·	·	·	43%[activator]
18	COCCc1noc([C@@H]2CN(Cc3cccc(C#N)c3)C[C@H]2CO)n1	-12	-4%	2%	i	-18%	i	15%
19	Cc1ccc(S(=O)(=O)c2cn(Cc3ccccc3)c3cc(N4CCCCC4)c(F)cc3c2=O)cc1	3	·	1%	·	·	·	2%
20	CC(C)(C)C(=O)Cn1c(=O)n(CCCCCC(=O)NCc2ccc3c(c2)OCO3)c(=O)c2sccc21	21	·	?	·	·	·	31%[activator]
21	CCC(=O)N1CC(Oc2ccccc2-c2nc(C3CC3)no2)C1	5	·	-4%	-16%	i	-2%	-13%
22	CN(CC1CCOC1)C(=O)c1ccc(F)c(F)c1 (configuration not stated)	17	8%	4%	i	-13%	5%	4%
23	O=C(c1csc2nc(-c3ccc(C(F)(F)F)cc3)cn12)N1CCN2CCCC2C1 (configuration not stated)	1	?	1%	-27%	-15%	?	6%
24	CCn1nc(-c2ccc3c(c2)OCO3)nc1N(C)C	6	?	?	0%	4%	-4%	63%[activator]
25	O=C(c1cccc(Cl)c1)N1CCC(C(=O)N2CCC(N3Cc4cccn4C3=O)CC2)CC1	-1	·	-2%	-26%	0%	?	-15%
26	Cc1ccccc1C(=O)N(Cc1nc(-c2ccc(Cl)cc2)no1)C(C)C	-8	·	-2%	·	·	·	-10%
27	COc1ccc(OCc2nc(C)c(CCO)c(=O)n2CC(=O)Nc2ccc(C)c(C)c2)cc1	-4	-3%	8%	-25%	0%	?	10%
28	COc1cc2[nH]c(=O)n(CCCCCC(=O)N3CCN(c4ccc(Cl)cc4)CC3)c(=O)c2cc1OC	-14	·	0%	·	·	·	-6%
29	Cc1ccc(-c2cccc(CN3CCCC(NC(=O)Nc4ccc(Cl)cc4)C3)c2)cc1Cl (configuration not stated)	-7	·	·	?	·	?	·
30	O=C(Nc1ccc(F)cc1)c1ccc2nc(-c3ccnc(Cl)c3)oc2c1	4	·	10%[87.6 µM]	?	-2%[88.5 µM]	-9%[172 µM]	11%[87.6 µM]
31	CCCN1C(=O)C(CC(=O)N2CCCC2)Sc2ncccc21 (configuration not stated)	-3	2%	0%	i	0%	6%	9%
32	CC[C@H]1CN(C(=O)C(C)(C)C)CC[C@H]1CC(=O)NCc1ccco1	-10	1%[172 µM]	-4%[87.6 µM]	-5%[174 µM]	0%[88.5 µM]	i	15%[87.6 µM]
33	Cc1ccc(NC(=O)c2ccc(CNS(=O)(=O)c3ccc4c(c3)C(C)(C)C(=O)N4C)cc2)cc1	37	·	-6%	·	·	·	-6%
34	CCc1ccc2oc(C(=O)Nc3cccc(C(F)(F)F)c3)cc(=O)c2c1	-12	·	8%	·	·	·	74%[activator]
35	COc1ccc2nc([C@H]3CCN(Cc4cccc(Cl)c4)C3)[nH]c2c1	-2	-1%[172 µM]	-28%[87.6 µM]	?	-15%[88.5 µM]	?	?
36	COc1ccccc1-c1cccc(C(=O)N2CCC[C@H]2C(=O)NCc2cccc(C(F)(F)F)c2)c1	-6	·	0%[12.5 µM]	?	i	?	-21%
37	Cc1ccc(NC(=O)Cn2c(-c3cncs3)nc3ccccc32)c(Br)c1	18	·	-6%	·	·	·	44%[activator]
38	CCc1cccc(C)c1NC(=O)c1cc(S(=O)(=O)N2CCCCCC2)cn1C	-9	·	-4%	·	·	·	-9%
39	C=C(C)Cn1c(SCC(=O)c2cccs2)nc2sc3c(c2c1=O)CCCC3	-2	·	5%	·	i	·	·
40	Cc1noc(C)c1CC(=O)N1CCCC(c2nn(C)c(=O)n2-c2ccccc2)C1 (configuration not stated)	-1	-5%	-9%	i	i	-2%	4%

Brought forward from above: 3 compounds, then new ones.
no.	molecule	IP6K1 inh	FLuc inh	HEK293 viab	3T3 cytotox	GPT2 inhibitor	HEK cytotox	SNCA expr inhib
38	CCc1cccc(C)c1NC(=O)c1cc(S(=O)(=O)N2CCCCCC2)cn1C	-9	·	-4%	·	·	·	-9%
39	C=C(C)Cn1c(SCC(=O)c2cccs2)nc2sc3c(c2c1=O)CCCC3	-2	·	5%	·	i	·	·
40	Cc1noc(C)c1CC(=O)N1CCCC(c2nn(C)c(=O)n2-c2ccccc2)C1 (configuration not stated)	-1	-5%	-9%	i	i	-2%	4%
41	O=C(c1cccnc1)N1C[C@@H]2OCC(=O)N(Cc3ccncc3)[C@@H]2C1	1	-2%[172 µM]	2%[87.6 µM]	2%[174 µM]	-12%[88.5 µM]	i	-2%[87.6 µM]
42	COC[C@H]1C[C@@H](NC(=O)c2cc(C)oc2C(F)(F)F)[C@H](O)[C@@H]1O	-11	11%[172 µM]	1%[87.6 µM]	i	2%[88.5 µM]	0%[172 µM]	-9%[87.6 µM]
43	O=C(CN1C(=O)NC2(CCCCC2)C1=O)Nc1ccc(F)cc1F	36	0%	2%	-5%	i	-4%	13%
44	CCc1ccc(NC(=O)CSc2cn(CC(=O)N3CCOCC3)c3ccccc23)cc1	-7	·	-17%	·	·	·	99%[activator]
45	O=C(c1ccc(F)cc1)N1CCC2(CC1)CC(N(Cc1ccc(F)cc1)C1CC1)CCO2 (configuration not stated)	-11	-4%	-12%	?	i	?	?
46	Cc1cc(C(F)F)n2nc(C(=O)Nc3cccc(Cl)c3C)nc2n1	21	·	10%	·	·	·	-20%
47	Cc1cc(C(=O)N2CCOCC2)c2c(C3CCNCC3)noc2n1	-4	·	7%	i	i	i	11%
48	O=C(Nc1ccc2c(c1)OCCO2)N1CCCC(CN2CCOCC2)CC1 (configuration not stated)	-3	-17%	10%	-10%	3%	-3%	33%[activator]
49	NC(=O)C1(N2CCCCC2)CCN(C(=O)Nc2ccc(C(F)(F)F)cc2)CC1	27	·	-6%	·	·	·	29%
50	O=C1Nc2ccc(-c3ccsc3)cc2C(=O)N2CCN(C(=O)CO)C[C@H]12	11	-12%[172 µM]	9%[87.6 µM]	-23%[174 µM]	1%[88.5 µM]	-7%[172 µM]	-22%[87.6 µM]
51	N#Cc1cccc(C(=O)Nc2ccc([C@H]3OCC(=O)N(Cc4cccnc4)[C@@H]3CO)cc2)c1	14	-8%	7%	-12%	i	-2%	26%
52	CCc1ccccc1NC(=O)Nc1cc(C(=O)NCc2ccc(C(C)C)cc2)ccc1N1CCCC1	12	·	4%	·	·	·	5%
53	COc1ccc(C(=O)NCc2nnc3ccc(-c4ccc(Cl)cc4)nn23)cc1F	-2	1%	-21%	?	4%	?	5%
54	CCc1[nH]c2c(CNC(=O)c3c(C)cc(C)n(C)c3=O)cc(F)cc2c1C	-3	-10%	-6%	-7%	2%	-1%	-11%
55	CCCC(=O)N1CCC(Oc2cnc3c(ccn3-c3cncnc3)c2)CC1	-1	-3%[172 µM]	1%[87.6 µM]	10µM*	1%[88.5 µM]	?	1%[87.6 µM]
56	O=C(N[C@H]1CCN2C(=O)c3cc(-c4ccccc4)ccc3NC(=O)[C@H]12)c1cccs1	-2	-16%[172 µM]	-9%[87.6 µM]	-17%[174 µM]	-1%[88.5 µM]	-23%[172 µM]	-17%[87.6 µM]
57	CCn1nnc2cc(C(=O)Nc3cccc(Cl)c3C)ccc21	35	·	-17%	·	·	·	5%
58	c1ccc(C(NCc2cccnc2)(c2ccccc2)c2ccccc2)cc1	·	·	4%	·	i	·	1%
59	Cc1cnc(CC2CCN(C(=O)COc3ccc(F)cc3)CC2)n1Cc1ccccc1	23	·	1%	?	i	?	24%
60	Cn1c(=O)c2sccc2n2c(CCCC(=O)Nc3ccc(F)c(F)c3)nnc12	6	·	-3%	·	·	·	-8%
61	CCc1ccccc1NC(=O)C1CCN(c2cnccn2)CC1	-4	·	2%	·	·	·	-1%

Full records from above.
NC(=O)C1(N2CCCCC2)CCN(C(=O)Nc2ccc(C(F)(F)F)cc2)CC1 is listed with IP6K1 inh = 27; FLuc inh = ·; HEK293 viab = -6%; 3T3 cytotox = ·; GPT2 inhibitor = ·; HEK cytotox = ·; SNCA expr inhib = 29%
O=C(c1ccc(F)cc1)N1CCC2(CC1)CC(N(Cc1ccc(F)cc1)C1CC1)CCO2 (configuration not stated) is listed with IP6K1 inh = -11; FLuc inh = -4%; HEK293 viab = -12%; 3T3 cytotox = ?; GPT2 inhibitor = i; HEK cytotox = ?; SNCA expr inhib = ?

Source: PubChem BioAssay

Not all compounds are listed; the hit share may differ from the screen's.
